Screening data deposited in PubChem BioAssay by several laboratories.
AGP1 TOR yeast: modulators of TOR pathway AGP1-GFP in S. cerevisiae. S. cerevisiae AGP1-GFP multiplex flow cytometry, 3 h; GFP as percent of DMSO wells. GFP response vs DMSO, % at 10 µM. actives 0.02% (n = 320,000). AID 2066;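 active = GFP response relative to DMSO above a set limit, near screen average plus 3 SD, cut at about 150% in these data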;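 note: median GFP channel fluorescence of the gated AGP1 strain per well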
JMJD2C inh: human JMJD2C demethylase inhibition; Q9H3R0; GST-JMJD2C(1-420) H3K9me3 demethylation, DELFIA europium; inhibition, % at 2.35 µM; actives 0.069% (n = 330,000); AID 2099;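 active = more than half of a compound's replicate wells show inhibition beyond 50%, single wells judged on their own value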;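 note: signal counts dimethyl H3K9 product captured on neutravidin plate; 0% = median of DMSO wells and 100% = 0.3 times that DMSO median; strong numbers were not always called active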
MEP2 TOR yeast: modulators of TOR pathway MEP2-GFP in S. cerevisiae | S. cerevisiae MEP2-GFP strain, flow cytometry GFP, 3 h; 100% = DMSO control level | GFP response vs DMSO, % at 10 µM | actives 0.51% (n = 330,000) | AID 2016;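 active = GFP response versus DMSO above a set limit, roughly screen mean plus 3 SD, cut at about 180% in these data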;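 note: median GFP fluorescence of the barcode-gated MEP2-GFP cells per well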
RPL19A TOR yeast: modulators of TOR pathway RPL19A-GFP in S. cerevisiae; S. cerevisiae RPL19A-GFP strain, flow cytometry, 3 h; stronger effect = lower value; percent response vs DMSO, % at 10 µM; actives 0.3% (n = 330,000); AID 2025;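 active = percent response vs DMSO below 50%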;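 note: median channel GFP fluorescence of the barcoded RPL19A-GFP strain; ratio of sample median GFP to plate DMSO average so 100% = DMSO; lower means less RPL19A-GFP as with rapamycin TOR inhibition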
LAP4 TOR yeast: modulators of TOR pathway LAP4-GFP in S. cerevisiae; GFP response vs DMSO, % at 10 µM; S. cerevisiae LAP4-GFP multiplex, flow cytometry GFP, 3 h; median GFP as percent of DMSO wells; actives 0.34% (n = 320,000);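 active = GFP response vs DMSO above a set limit, about the screen mean plus 3 SD, cut at about 150% in these data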
CIT2-GFP yeast: yeast TOR pathway CIT2-GFP modulation; S. cerevisiae CIT2-GFP strain, flow cytometry, 3 h; 100 means same as DMSO wells; actives 0.065% (n = 320,000); GFP response vs DMSO, % at 10 µM;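 active = GFP response relative to DMSO above a set limit, near the screen mean plus 3 SD, cut at about 150% in these data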;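 note: ratio of well median GFP fluorescence to mean of DMSO wells on the plate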
VLA-4 inh: inhibition in a human VLA-4 binding assay; P13612; VLA-4 expressing cells, ligand binding flow cytometry; inhibition, % (about 7 µM as worked out from the volumes in the protocol); actives 0.2% (n = 330,000); AID 2557; in the data active = inhibition above about 50%
Target sequence (P13612 whole entry, looked up): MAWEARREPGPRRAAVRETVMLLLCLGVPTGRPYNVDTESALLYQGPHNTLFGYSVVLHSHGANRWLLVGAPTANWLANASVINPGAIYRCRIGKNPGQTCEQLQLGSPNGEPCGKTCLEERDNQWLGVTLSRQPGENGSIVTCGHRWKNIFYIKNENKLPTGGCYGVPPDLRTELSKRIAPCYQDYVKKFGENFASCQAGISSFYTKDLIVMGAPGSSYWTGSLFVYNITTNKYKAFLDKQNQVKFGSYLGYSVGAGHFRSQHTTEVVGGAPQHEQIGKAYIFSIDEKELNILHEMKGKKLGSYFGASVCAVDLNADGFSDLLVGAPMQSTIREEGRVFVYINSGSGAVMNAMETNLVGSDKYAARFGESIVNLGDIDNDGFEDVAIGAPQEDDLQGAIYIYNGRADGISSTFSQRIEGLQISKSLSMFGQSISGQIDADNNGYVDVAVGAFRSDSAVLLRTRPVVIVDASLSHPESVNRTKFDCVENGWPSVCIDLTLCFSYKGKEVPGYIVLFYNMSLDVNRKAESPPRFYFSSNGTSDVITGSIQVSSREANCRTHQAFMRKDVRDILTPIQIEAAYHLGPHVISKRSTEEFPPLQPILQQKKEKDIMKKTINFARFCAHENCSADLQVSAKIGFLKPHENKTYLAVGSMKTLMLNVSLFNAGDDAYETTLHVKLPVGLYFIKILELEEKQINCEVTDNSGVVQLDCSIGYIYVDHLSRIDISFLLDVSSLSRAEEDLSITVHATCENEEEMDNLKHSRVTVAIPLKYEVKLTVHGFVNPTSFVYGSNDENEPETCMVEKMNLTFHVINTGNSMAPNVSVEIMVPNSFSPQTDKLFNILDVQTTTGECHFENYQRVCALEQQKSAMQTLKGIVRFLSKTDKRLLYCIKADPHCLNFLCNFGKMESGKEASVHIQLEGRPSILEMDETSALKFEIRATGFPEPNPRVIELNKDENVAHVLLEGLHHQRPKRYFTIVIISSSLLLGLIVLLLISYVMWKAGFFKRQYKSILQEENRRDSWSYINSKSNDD
GRK2 aptamer HTS: human GRK2 inhibition via aptamer displacement; bead flow cytometry, FAM-aptamer displacement from GRK2; inhibition of aptamer binding, % at 10 µM; actives 0.59% (n = 330,000);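 active = inhibition of aptamer binding above 40%, roughly 3 SD of noise, on plates passing a quality check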;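 note: median bead fluorescence of bound FAM aptamer so fluorescent compounds give negative values; no value below 0 was filed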
* hit, by the source's call; . = no result given; & = joins results of further samples; [ ] = dose if it differs, or a comment. Compounds as they come; about 1.7% have a hit in one of these screens.

SMILES	AGP1 TOR yeast	JMJD2C inh	MEP2 TOR yeast	RPL19A TOR yeast	LAP4 TOR yeast	CIT2-GFP yeast	VLA-4 inh	GRK2 aptamer HTS
COC(=O)c1ccccc1OCCOc1ccccc1C(=O)OC	97	3	98	95	.	96	0	0
CC1(C)Cc2nc3sc4c(SCC(=O)NCc5ccccc5)ncnc4c3cc2CO1	95	-2	99	100	79	104	19	0
COc1ccc(/C=C2\SC(=O)N=C2N)cc1	97	-2	108	103	90	98	9	0
CCOc1ccc(NCc2cc3c(C(C)(C)C)nn(-c4ccccc4)c3[nH]c2=O)cc1	102	-3	103	99	94	97	27	0
Cc1cc(=O)oc2cc(O[C@@H]3O[C@H](CO)[C@@H](O)[C@H](O)[C@H]3O)ccc12	95	4	104	102	86	100	-13	0
CN(C)CCNCc1ccc(OC2CCCC2)cc1	93	-2	95	97	87	90	8	0
COc1ccc(C(=O)N2CCN(Cc3cc(OC)c(O)c(OC)c3)CC2)cc1OC	97	-1&6	94	93	84	102	15	2
O=C(Cn1cnc(S(=O)(=O)N2CCOCC2)c1)Nc1ccc(OC(F)(F)F)cc1	101	18	109	106	96	111	3	3
CN(C)S(=O)(=O)N1CCN(C(=O)c2ccc3c(c2)OCO3)CC1	99	-7	105	104	90	99	-4	1
O=C(/C=C/c1ccco1)OCC(=O)c1ccc(OC(F)F)cc1	94	-2	110	98	104	87	1	1
COC(=O)c1ccc(N/C=C\C(=O)c2ccc3c(c2)OCO3)cc1	100	7	100	101	97	101	-3	4
O=C(Nc1ncn[nH]1)c1cccc(F)c1	101	2	92	99	105	106	-2	0
CCN(C[C@H]1N[C@@](CC)(C(=O)OC)[C@H]2C(=O)N(Cc3ccccc3)C(=O)[C@@H]12)C(C)=O	106	.	100	103	102	96	24	4
Cc1ccc(N(Cc2cc3ccccc3[nH]c2=O)C(=O)c2cccs2)cc1C	96	20	108	96	100	94	.	2
Cc1cc2oc(C(=O)N(Cc3ccco3)C3CCS(=O)(=O)C3)cc(=O)c2cc1Cl (stereo unspecified)	101	-4	96	97	104	97	7	1
COc1ccccc1CNC(=O)COC(=O)c1cc([N+](=O)[O-])ccc1N1CCOCC1	103[may fluoresce green]	0	105[may fluoresce green]	103[may fluoresce green]	98[may fluoresce green]	100[may fluoresce green]	5	0
COc1ccc(CN2CCCC(C(=O)c3cccc(C(F)(F)F)c3)C2)cc1O (stereo unspecified)	102	10	95	98	110	99	-4	0
Cc1c(C(=O)N2CCC2)oc2ccc(Cl)cc12	100	-7	105	99	111	92	12	0
O=C(c1ccc2ncsc2c1)N1CCN(c2ccc(O)cc2)CC1	92	8	90	89	86	91	21	3
O=C(CSc1cccc(C(F)(F)F)c1)NC(=O)NCc1ccco1	96	-2	97	95	97	98	0	0
O=C(c1ccccc1)c1c[nH]c(C(=O)C(Cl)(Cl)Cl)c1	101	-14	103	100	118	96	3	2
Cc1ccc(C)c(NC(=O)C2CCN(S(=O)(=O)c3ccc4c(c3)NC(=O)CO4)CC2)c1	109	3	100	102	118	111	-2	3
O=C(Nc1ccccc1N1CCOCC1)c1ccc2ccccc2n1	112	6	114	105	109	103	18	0
COc1cc(NC(=O)c2cc3ccccc3cc2O)c(OC)cc1Cl	92	13	108	104	91	101	9	0
CCOc1cc(N2CCOCC2)c(OCC)cc1NC(=O)COC(=O)c1cc2ccccc2cc1O	103	-9	108	103	93	105	25	0
SMILES	AGP1 TOR yeast	JMJD2C inh	MEP2 TOR yeast	RPL19A TOR yeast	LAP4 TOR yeast	CIT2-GFP yeast	VLA-4 inh	GRK2 aptamer HTS
COC(=O)CNC(=O)c1c(-c2ccccc2Cl)noc1C	99	-19	95	97	92	90	-2	0
COc1cc(/C=N/Nc2nc3c(c(=O)n(C)c(=O)n3C)n2Cc2ccccc2)ccc1OC(=O)c1ccco1	104	4	103	99	95	102	2	23
CCOC(=O)c1c(C)[nH]c(C(=O)NNC(=O)c2ccccc2F)c1C	97	5	97	94	101	87	-18	2
Cc1ccc(Cl)cc1NC(=O)c1cc2ccccc2cc1O	97	4	104	101	105	106	4	3
COc1cccc(CN(C(=O)c2cc3ccccc3oc2=O)C2CCS(=O)(=O)C2)c1 (stereo unspecified)	110	1	107	109	107	119	-1	5
COc1ccc(NC(=S)/N=C(\N)Nc2nc(C)c3ccc(C)cc3n2)cc1	102	-2	104	100	128	89	4	1
CCc1ccc(S(=O)(=O)Nc2ccc(C)c(NS(C)(=O)=O)c2)cc1	106	5	101	98	108	105	20	0
CC(C)(C)c1nc(SCC(=O)c2ccccc2)c2ccccc2n1	97	-15	88	91	103	95	-9	19
O=C(Nn1cnnc1)c1ccc(F)c(S(=O)(=O)N2CCCCC2)c1	110	-14	121	106	122	111	-2	0
O=C(NC1CCN(C(=S)NCc2ccco2)CC1)NC12CC3CC(CC(C3)C1)C2	102	4	98	96	96	98	-2	0
COc1ccc(-n2c(SCC#N)nc3ccccc3c2=O)cc1	97	-4	102	105	101	100	6	3
Cc1ccc(NC(=O)CCC(=O)N/N=C/c2ccc(O)cc2)cc1	103	-15	94	102	93	100	-1	10
O=C(NC(=S)Nc1ccc2c(c1)OCO2)c1ccccc1	85	-18	95	89	99	87	-9	0
O=C(COC(=O)c1cccc(NC(=O)c2ccco2)c1)c1ccc(Br)cc1	101	10	98	105	120	106	4	0
CCOc1cc(/C=C2/C(=O)ON=C2C)cc(Br)c1O	95	18	106	98	115	89	-6	1
O=C1/C(=C\c2c(NCCOCCO)nc3ccccn3c2=O)SC(=S)N1Cc1ccco1	107	-3	116	109	93	114	-57	0
Cc1ccccc1NC(C)C(=O)N/N=C/c1ccccc1OCc1cccc(Br)c1 (stereo unspecified)	101	-20	107	99	105	98	-8	0
CCCNC(=O)C(Cc1ccccc1)NC(=O)c1ccc(C(F)(F)F)cc1 (stereo unspecified)	96	-1	87	93	99	102	14	3
Cc1ccc(C(=O)/C=C/c2ccc(-c3ccccc3[N+](=O)[O-])o2)cc1	93	5	101	99	104	101	8	0
CC(C)C(=O)N1CCC(Cc2ccccc2)CC1	99	-3	110	96	106	95	-7	0
CCn1cnc2cc(NCc3nc4ccccc4n3Cc3ccccc3)ccc21	96	-5	99	97	99	98	4	3
CC1CCN(C(=O)Cn2nnc(-c3ccc(N)cc3)n2)CC1	99	-3	107	106	94	109	7	0
O=C(NNC(=O)c1cc(-c2ccccc2Cl)nc2ccccc12)c1csc(N2CCOCC2)n1	89	5	86	85	93	92	-11	1
CCOCCc1nnc(NC(=O)CN2C(=O)c3ccccc3C2=O)s1	98	-4	95	97	95	93	-8	0
CC1CCCN(C(=O)COc2ccc(NC(=O)c3cccs3)cc2)C1 (stereo unspecified)	104	3	103	102	101	108	-4	4
SMILES	AGP1 TOR yeast	JMJD2C inh	MEP2 TOR yeast	RPL19A TOR yeast	LAP4 TOR yeast	CIT2-GFP yeast	VLA-4 inh	GRK2 aptamer HTS
O=c1cc(-c2ccco2)nc(SCc2cccc(Cl)c2)[nH]1	101	-4	111	106	97	104	5	11
Cn1c(SCc2ccccc2)nnc1-c1cnccn1	106	-1	110	104	106	101	1	0
O=C(Nc1ccc(S(=O)(=O)Nc2ncccn2)cc1)c1ccccc1Br	94	11	99	97	97	93	14	0
Cc1ccc2c(c1)sc(-c1ccc(N(C)C)cc1)[n+]2C	68	-33	125	68	124	90	-478	4
CCc1ccc(N2CC34C=CC(O3)C(C(=O)OC)C4C2=O)cc1 (stereo unspecified)	107	-5	98	101	102	101	0	5
COc1ccc(-c2nc(NC(C)=O)sc2-c2ccc(OC)cc2)cc1	101	12	97	95	109	92	3	0
CCCNC(=S)NCCN1CCCCC1	103	3	103	101	98	106	24	6
Cc1ccc(N=Cc2c(O)c3ccccc3oc2=O)cc1F	78	-2	113	105	97	100	6	0
CC(C)CC1Nc2ccc(C(=O)NCCCN3CCOCC3)cc2NC1=O (stereo unspecified)	91	-21	111	97	87	98	-3	0
COc1ccc(S(=O)(=O)N2CCOC2CNC(=O)C(=O)NCc2cccnc2)cc1C (stereo unspecified)	100	-6	103	100	107	98	-8	0
CCOc1cc(C2NC(=O)NC(c3ccccc3)=C2C(C)=O)ccc1OCC(N)=O (stereo unspecified)	108	5	109	99	97	103	0	0
CCOc1ccc2nc(NC(=O)C3CCCO3)sc2c1 (stereo unspecified)	103	-4	103	100	112	95	10	0
COc1cc(/C=C/C(=O)OCC(=O)N2CCCc3ccccc32)ccc1OC(F)F	105	1	105	99	111	100	12	0
Cc1ccc(N=C2NC(=O)/C(=C/C=C/c3ccco3)S2)cc1C	100	15	108	105	100	107	2	1
O=C(O)C1CCCCC1C(=O)N1CC=C(c2ccccc2)CC1 (stereo unspecified)	105	-6	105	100	104	106	8	2
O=C(Cc1cccc([N+](=O)[O-])c1)Nc1cccc(C(=O)N2CCCC2)c1	85	6	90	99	85	84	-1	2
CCOc1ccc(S(=O)(=O)Nc2ccc(C(=O)NCC(c3ccco3)N(C)C)cc2)cc1 (stereo unspecified)	93	-6	98	96	87	93	17	0
CCOC(=O)C1=C(C)N(C)C(=S)NC1c1cccc(Cl)c1Cl (stereo unspecified)	98	0	105	104	93	100	1	2
Cc1ccc2nc(S(=O)(=O)O)[nH]c2c1	99	-2	99	102	99	108	-4	4
CC1Cc2c([nH]c3ccccc23)C(=O)N1 (stereo unspecified)	94	-3	105	100	92	97	6	10
N#Cc1c2n(c3c(=O)n(Cc4ccccc4Cl)cnc13)CCCC2	99	-6	106	97	104	96	14	0
COc1ccccc1/C(C)=N/NC(=O)c1nnn(-c2nonc2N)c1C(C)C	99	2	103	99	97	102	7	3
Cc1ccc(NC2=C(Cl)C(=O)OC2NC(=O)c2ccccc2)cc1 (stereo unspecified)	90	-17	97	93	79	.	18	1
Cc1ccc(C(=O)NC(=S)Nc2ccc(N3CCOCC3)cc2)cc1	96	7	105	100	108	100	5	0
Cc1[nH]c(=O)[nH]c1C(=O)CCCCC(=O)O	93	14	103	95	98	97	-2	1

Arranged by molar mass (highest first): four of the compounds above
SMILES	AGP1 TOR yeast	JMJD2C inh	MEP2 TOR yeast	RPL19A TOR yeast	LAP4 TOR yeast	CIT2-GFP yeast	VLA-4 inh	GRK2 aptamer HTS
COc1cc(/C=N/Nc2nc3c(c(=O)n(C)c(=O)n3C)n2Cc2ccccc2)ccc1OC(=O)c1ccco1	104	4	103	99	95	102	2	23
CCOc1cc(C2NC(=O)NC(c3ccccc3)=C2C(C)=O)ccc1OCC(N)=O (stereo unspecified)	108	5	109	99	97	103	0	0
COc1ccc(-n2c(SCC#N)nc3ccccc3c2=O)cc1	97	-4	102	105	101	100	6	3
O=C(/C=C/c1ccco1)OCC(=O)c1ccc(OC(F)F)cc1	94	-2	110	98	104	87	1	1

Additional entries
SMILES	AGP1 TOR yeast	JMJD2C inh	MEP2 TOR yeast	RPL19A TOR yeast	LAP4 TOR yeast	CIT2-GFP yeast	VLA-4 inh	GRK2 aptamer HTS
N#Cc1cccc(N=Cc2c(O)ccc3ccccc23)c1	96	1	101	106	88	99	18	4
CCOC(=O)c1oc2ccc(Br)cc2c1CSc1nnc(C)s1	96	-2	103	101	109	93	-1	4
CCn1c(C)[n+](CC(O)COCC2CC=CCC2)c2ccccc21 (stereo unspecified)	95	-4	99	96	102	95	11	1
CC(=O)C1=C(O)CC(C)(C)CC1=NCc1nc2ccccc2[nH]1	113	-22	106	106	116	103	1	1
Cc1ccc2c(c1)C1(OCCCO1)C(=O)N2CC#N	103	2	104	102	103	102	3	4
O=C(N/N=C/c1ccco1)c1cc(C2CC2)[nH]n1	107	2	99	100	108	106	-6	0
O=C(NCCc1ccccc1)Nc1ccc2c(c1)OCO2	85	5	112	105	99	100	4	8
COC(=O)C1=C[C@@H](C(=O)OC)C2C3=C(C(=O)C24CCCCC4)[C@H](C)n2c(=O)n(-c4ccccc4)c(=O)n2[C@@H]3C1 (stereo partly specified)	87	2	94	103	103	84	-10	0
CC1(C)NC(=O)N(CC(O)Cn2c3ccccc3c3ccccc32)C1=O (stereo unspecified)	102	-3	106	111	100	109	16	0
